GSK3beta inhib: inhibitors of human GSK3beta kinase; P49841; hit rate 0.038% among 300,000; GST-GSK3beta kinase, ADP-Glo luminescence, 60 min; hits give low values; activity score (negative = inhibition), % at 10 µM;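 active means more than half of replicate wells score below -50%, meaning over 50% inhibition versus plate controls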;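 further: 0% = median DMSO wells and -100% = median GW8510 positive control wells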
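test system = GST-tagged human GSK3beta kinase, cell-free | reagent = 25 µM ATP with peptide substrate | dosing = one dose of 10 µM per compound | schedule = 60 min reaction, RT | detection = luminescent ADP-Glo measurement of ADP formed | control set = DMSO neutral wells and GW8510 at 20 µM as positive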
DYRK1A inh: blocks rat Dyrk1A kinase activity; Q63470; ADP-Glo luminescence, NFATc1 peptide; inhibition, % at 12.5 µM; hit rate 0.43% among 310,000; in the data active means inhibition above about 50%;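 further: plate controls were vehicle with enzyme for no effect and no enzyme for full effect; many of its hits are not listed in these tables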
RGS4 inh: inhibitors of human RGS4; AID 463165; hit rate 0.45% among 310,000; HEK293 M3R/RGS4 inducible, Fluo-4 calcium flux; hits give high values; triggered by carbachol at its EC20; B-score at 10 µM; P49798;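 active means B-score, a plate-corrected calcium signal, over three deviations above library mean, with baseline fluorescence within five deviations of library mean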;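 further: RGS4 expression induced by doxycycline in cells with stable M3 receptor; B-score is computed from the integrated fluorescence ratio over baseline after carbachol; higher B-score means a larger calcium signal and so more RGS4 inhibition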
Target sequence (P49798 whole entry, looked up): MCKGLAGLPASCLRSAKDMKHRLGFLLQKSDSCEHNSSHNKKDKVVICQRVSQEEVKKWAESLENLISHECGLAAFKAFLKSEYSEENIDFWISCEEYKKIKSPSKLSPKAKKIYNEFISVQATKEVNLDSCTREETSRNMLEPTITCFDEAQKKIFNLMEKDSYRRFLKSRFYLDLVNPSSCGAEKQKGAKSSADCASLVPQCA
KCNQ1 inh: inhibitors of human KCNQ1 potassium channel; P51787; CHO-K1 KCNQ1, FluxOR thallium flux fluorescence; hits give high values; B-score at 10 µM; hit rate 1.3% among 310,000; AID 2642;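 active means compounds whose thallium flux B-score, printed positive for inhibition, exceeds three library SD while starting fluorescence stays within three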;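 further: channel opened by potassium depolarization with thallium stimulus after 20 min compound exposure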
PolyA inh: yeast polyadenylation inhibition; S. cerevisiae SKY197-pL101 polyadenylation reporter, beta-gal luminescence; efflux-impaired pdr1/pdr3 knockout yeast; score 100 = 6 SD above DMSO; calls only at 12 µM; hit rate 0.02% among 300,000; AID 1875;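 active means lowest replicate activity score at least 50, where 100 means six control SD above control mean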;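 further: yeast exposed to compound for 9 h at 30 °C; higher score means more reporter readthrough which indicates perturbed polyadenylation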
hERG rescue: shields human hERG channel from block by proarrhythmic agents | Q12809 | CHO-hERG, FluxOR thallium flux, dofetilide IC70 present | activation (rescue from dofetilide block), less the hit threshold, % at 10 µM | hit rate 0.51% among 310,000 | AID 1511;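 active means activation above the mean of controls blocked by dofetilide plus 5 SD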;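 further: thallium influx through hERG after potassium depolarization seen as dye fluorescence rise; in these data hits start at about 4.7%; inactives centre near -7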
GSK3 alpha inh: human GSK-3 alpha kinase inhibition; hit rate 0.1% among 320,000; ADP-Glo luminescence, 60 min; inhibition, % at 10 µM; P49840;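 in the data active means inhibition above about 50%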;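 further: GST-tagged GSK-3 alpha with peptide substrate and 25 µM ATP; 0% = DMSO neutral wells and 100% = GW8510 positive control wells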
KCNK3 block: human KCNK3 channel inhibition, primary screen. CHO-KCNK3 thallium flux, FluxOR fluorescence; hits give low values. B-score at 10 µM. AID 602410. hit rate 0.84% among 340,000;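 active means B-score under library mean minus 4 SD, starting fluorescence ratio at most library mean plus 5 SD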;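 further: more negative B-score means stronger inhibition of thallium flux through KCNK3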
Target sequence (O14649 whole entry, looked up): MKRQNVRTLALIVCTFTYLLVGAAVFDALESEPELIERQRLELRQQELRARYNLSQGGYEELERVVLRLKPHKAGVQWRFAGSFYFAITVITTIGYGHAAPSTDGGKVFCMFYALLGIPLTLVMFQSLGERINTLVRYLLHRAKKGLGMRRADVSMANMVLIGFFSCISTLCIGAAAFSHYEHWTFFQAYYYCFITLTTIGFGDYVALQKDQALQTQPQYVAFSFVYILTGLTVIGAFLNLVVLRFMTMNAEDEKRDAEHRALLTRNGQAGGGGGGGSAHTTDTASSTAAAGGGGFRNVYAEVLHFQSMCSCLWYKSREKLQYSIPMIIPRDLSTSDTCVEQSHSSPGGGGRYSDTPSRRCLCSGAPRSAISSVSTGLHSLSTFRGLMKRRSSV
RGS4 act: potentiators or activators of RGS4. HEK293 M3R/inducible RGS4, carbachol calcium flux Fluo4; hits give low values. B-score at 10 µM. hit rate 0.92% among 310,000. AID 463111;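 active means B-score of the integrated calcium signal more than 4 SD below the library mean, with starting fluorescence not abnormally high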;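 further: negative B-score means reduced calcium response which marks RGS4 activation or potentiation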
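Reagent: ECmax carbachol challenge; Test system: M3R-expressing HEK293 line, RGS4 induced by doxycycline; Schedule: overnight RGS4 induction, 30 min dye load 37 °C, 20 min compound RT; Detection: calcium dye Fluo4 fluorescence; Read-out: Agonist-evoked peak-minus-minimum fluorescence over baseline, integrated ratio, B score.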
KCNQ1 pot: potentiates or activates the human KCNQ1 potassium channel; P51787; CHO-K1 KCNQ1, thallium flux FluxOR fluorescence; hits give high values; B-score at 10 µM; hit rate 0.35% among 310,000;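 active means fluorescence ratio B-score, a plate-corrected score, at least three library SD, with initial intensity B-score within 5 SD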
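Material: CHO-K1 cells stably expressing KCNQ1. Medium: assay buffer for compound exposure, DMSO matched across wells. Reagent: K+/Tl+ depolarizing stimulus. Compound dosing: single-concentration screen. Times: 37 °C overnight plating, 90-min dark dye load, 20-min compound pretreatment. Technique: FluxOR Tl+ flux fluorescence.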
KCNK9 block: human KCNK9 channel inhibition; B-score at 10 µM; AID 488922; hit rate 1.2% among 310,000; HEK293 KCNK9, FluxOR thallium flux fluorescence; hits give low values; Q9NPC2;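 active means ratio B-score over 3 SD below the library mean, with starting fluorescence within 5 SD of its mean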;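 further: negative B-score means less thallium flux so channel inhibition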
Target sequence (Q9NPC2 whole entry, looked up): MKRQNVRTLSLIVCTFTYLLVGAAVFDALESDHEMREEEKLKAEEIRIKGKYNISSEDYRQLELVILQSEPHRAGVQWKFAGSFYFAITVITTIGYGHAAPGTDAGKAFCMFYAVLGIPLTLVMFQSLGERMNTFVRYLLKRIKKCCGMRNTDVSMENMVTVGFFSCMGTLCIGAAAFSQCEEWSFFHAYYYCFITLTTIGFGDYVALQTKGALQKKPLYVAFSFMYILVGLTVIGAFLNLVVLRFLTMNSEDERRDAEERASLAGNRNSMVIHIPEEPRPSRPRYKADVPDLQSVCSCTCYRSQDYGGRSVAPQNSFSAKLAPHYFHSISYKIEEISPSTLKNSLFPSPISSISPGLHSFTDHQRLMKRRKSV
* marks the source's active call; other numbers are inactive results. A portion of the library (hit frequency here may not be typical).

COc1ccccc1/C=C1\SC(=S)N(Nc2nc(C)cc(C)n2)C1=O was read as GSK3beta inhib -2.4, DYRK1A inh -3.3, RGS4 inh inactive, KCNQ1 inh inactive, PolyA inh inactive, hERG rescue -11.6, GSK3 alpha inh 0.3, KCNK3 block inactive, RGS4 act inactive, KCNQ1 pot inactive and KCNK9 block inactive.
Cc1ccc(OCC(=O)N2CCCC(CCC(=O)N(C)CCc3ccccn3)C2)cc1 (stereo not drawn) was read as GSK3beta inhib 1.9, DYRK1A inh 10.2, RGS4 inh inactive, KCNQ1 inh inactive, PolyA inh inactive, hERG rescue -11.9, GSK3 alpha inh -2.9, KCNK3 block inactive, RGS4 act inactive, KCNQ1 pot inactive and KCNK9 block inactive.
O=C(O)c1nc(N2CCOCC2)nc(N2CCOCC2)n1 was read as GSK3beta inhib -1.1, DYRK1A inh -7.3, RGS4 inh inactive, KCNQ1 inh inactive, PolyA inh inactive, hERG rescue -5.2, GSK3 alpha inh -1.6, KCNK3 block inactive, RGS4 act inactive, KCNQ1 pot inactive and KCNK9 block inactive.
`Cc1ccc(NC(=O)CC2S/C(=N/c3nccs3)N(C)C2=O)cc1C` (stereo not drawn) gave GSK3beta inhib 2.3, DYRK1A inh -3.7, RGS4 inh inactive, KCNQ1 inh inactive, PolyA inh inactive, hERG rescue -10.9, GSK3 alpha inh 1.0, KCNK3 block inactive, RGS4 act inactive, KCNQ1 pot inactive and KCNK9 block inactive.
Screening CC(Cc1nnc(N)s1)c1ccccc1 (stereo not drawn) returned GSK3beta inhib 4.6, DYRK1A inh -3.1, RGS4 inh inactive, KCNQ1 inh inactive, PolyA inh inactive, hERG rescue -13.4, GSK3 alpha inh -0.5, KCNK3 block inactive, RGS4 act inactive, KCNQ1 pot inactive and KCNK9 block inactive.
Screening COc1ccc(Cc2nc3ccc(C(=O)N(C)Cc4cc(C)[nH]n4)cc3o2)cc1OC returned GSK3beta inhib 2.0, RGS4 inh inactive, KCNQ1 inh inactive, PolyA inh inactive, hERG rescue -6.9, GSK3 alpha inh -3.7, KCNK3 block inactive, RGS4 act inactive, KCNQ1 pot inactive and KCNK9 block inactive.
`CN(CC(=O)Nc1cccc(F)c1)C(=O)c1cc([N+](=O)[O-])ccc1N1CCCCC1` gave GSK3beta inhib -1.4, DYRK1A inh -2.7, RGS4 inh inactive, KCNQ1 inh inactive, PolyA inh inactive, hERG rescue -15.2, GSK3 alpha inh 8.5, KCNK3 block inactive, RGS4 act inactive, KCNQ1 pot inactive and KCNK9 block inactive.
`Cc1ccc(C)c(NC(=O)CNS(=O)(=O)c2ccccc2)c1` gave GSK3beta inhib 0.8, DYRK1A inh 3.9, RGS4 inh inactive, KCNQ1 inh inactive, PolyA inh inactive, hERG rescue -9.0, GSK3 alpha inh -3.1, KCNK3 block inactive, RGS4 act inactive, KCNQ1 pot inactive and KCNK9 block inactive.
`Cc1ccc(NS(=O)(=O)c2c(C)nc3sccn3c2=O)cc1C` gave GSK3beta inhib 0.3, DYRK1A inh 3.8, RGS4 inh inactive, KCNQ1 inh inactive, PolyA inh inactive, hERG rescue -13.6, GSK3 alpha inh -2.3, KCNK3 block inactive, RGS4 act inactive, KCNQ1 pot inactive and KCNK9 block inactive.
NCCc1nnc(SCc2c(Cl)cccc2Cl)o1 was read as GSK3beta inhib -24.7, RGS4 inh inactive, KCNQ1 inh inactive, PolyA inh inactive, hERG rescue -11.8, GSK3 alpha inh -0.7, KCNK3 block inactive, RGS4 act inactive, KCNQ1 pot inactive and KCNK9 block inactive.
Screening CCOc1ccc(CCNC(=O)CCc2nnc3ccc(N4CCCC4)nn23)cc1OCC returned GSK3beta inhib 3.0, DYRK1A inh 17.6, RGS4 inh inactive, KCNQ1 inh inactive, PolyA inh inactive, hERG rescue -7.8, GSK3 alpha inh 1.6, KCNK3 block inactive, RGS4 act inactive, KCNQ1 pot inactive and KCNK9 block inactive.
`Cc1ccc(N(CC(=O)NCC2CCCO2)C(=O)CNS(=O)(=O)c2ccc(Cl)cc2)cc1` (stereo not drawn) gave GSK3beta inhib 2.8, DYRK1A inh -4.0, RGS4 inh inactive, KCNQ1 inh inactive, PolyA inh inactive, hERG rescue -8.6, GSK3 alpha inh -2.0, KCNK3 block inactive, RGS4 act inactive, KCNQ1 pot inactive and KCNK9 block inactive.
`Cc1n(Cc2ccccc2)c2cc([N+](=O)[O-])ccc2[n+]1Cc1ccccc1` gave GSK3beta inhib 1.4, DYRK1A inh -2.6, RGS4 inh inactive, KCNQ1 inh inactive, PolyA inh inactive, hERG rescue -0.9, GSK3 alpha inh -0.8, KCNK3 block inactive, RGS4 act inactive, KCNQ1 pot inactive and KCNK9 block inactive.
Cc1ccccc1-c1c(C)oc2cc(O)ccc2c1=O was read as GSK3beta inhib 0.2, DYRK1A inh 5.8, RGS4 inh inactive, KCNQ1 inh inactive, PolyA inh inactive, hERG rescue -8.8, GSK3 alpha inh 5.3, KCNK3 block inactive, RGS4 act inactive, KCNQ1 pot inactive and KCNK9 block inactive.
For CC(Oc1cc(Cl)ccc1Cl)C(=O)N/N=C\c1ccnn1C (stereo not drawn) the results were GSK3beta inhib -2.9, DYRK1A inh 4.1, RGS4 inh inactive, KCNQ1 inh inactive, PolyA inh inactive, hERG rescue -0.5, GSK3 alpha inh 5.9, KCNK3 block inactive, RGS4 act inactive, KCNQ1 pot inactive and KCNK9 block inactive.
COc1ccc(CCNC(=O)C2CCN(C(=O)c3ccc(C(C)(C)C)cc3)CC2)cc1OC was read as GSK3beta inhib -2.3, DYRK1A inh 0.6, RGS4 inh inactive, KCNQ1 inh inactive, PolyA inh inactive, hERG rescue -4.7, GSK3 alpha inh -3.6, KCNK3 block inactive, RGS4 act inactive, KCNQ1 pot inactive and KCNK9 block inactive.
For O=C(Nc1ccc2c(c1)OCO2)c1ccc(=O)[nH]n1 the results were GSK3beta inhib -0.1, DYRK1A inh 6.4, RGS4 inh inactive, KCNQ1 inh inactive, PolyA inh inactive, hERG rescue -9.0, GSK3 alpha inh 1.5, KCNK3 block inactive, RGS4 act inactive, KCNQ1 pot inactive and KCNK9 block inactive.
`O=C(Cn1nc(-c2ccc(Cl)cc2)ccc1=O)NCCCN1CCN(Cc2ccccc2)CC1` gave GSK3beta inhib 3.7, DYRK1A inh -11.2, RGS4 inh inactive, KCNQ1 inh inactive, PolyA inh inactive, hERG rescue -8.8, GSK3 alpha inh -2.5, KCNK3 block inactive, RGS4 act inactive, KCNQ1 pot inactive and KCNK9 block inactive.
For CC(C)N1CC(O)=C(c2ccccc2)C1=N the results were GSK3beta inhib -3.5, DYRK1A inh 3.2, RGS4 inh inactive, KCNQ1 inh inactive, PolyA inh inactive, hERG rescue -6.0, GSK3 alpha inh 6.7, KCNK3 block inactive, RGS4 act inactive, KCNQ1 pot inactive and KCNK9 block inactive.
Screening CCOC(=O)C1=C(c2ccccc2)NC(SC)=C(C#N)C1c1ccco1 (stereo not drawn) returned GSK3beta inhib -2.0, DYRK1A inh 6.2, RGS4 inh inactive, KCNQ1 inh inactive, PolyA inh inactive, hERG rescue -7.3, GSK3 alpha inh -1.8, KCNK3 block inactive, RGS4 act inactive, KCNQ1 pot inactive and KCNK9 block inactive.
CC(Sc1cccc[n+]1[O-])C(=O)Nc1ccc([N+](=O)[O-])cc1Cl (stereo not drawn) was read as GSK3beta inhib -0.5, DYRK1A inh 4.9, RGS4 inh inactive, KCNQ1 inh inactive, PolyA inh inactive, hERG rescue -7.2, GSK3 alpha inh -2.4, KCNK3 block inactive, RGS4 act inactive, KCNQ1 pot inactive and KCNK9 block inactive.
Screening COc1cc(OC)c(NC(=O)CCNS(=O)(=O)c2cc(Br)cnc2N)cc1Cl returned GSK3beta inhib 0.4, DYRK1A inh 2.4, RGS4 inh inactive, KCNQ1 inh inactive, PolyA inh inactive, hERG rescue -11.2, GSK3 alpha inh 2.6, KCNK3 block inactive, RGS4 act inactive, KCNQ1 pot inactive and KCNK9 block inactive.
For COc1cccc(/C=N/NC(=O)C(=O)NCc2ccco2)c1O the results were GSK3beta inhib -0.3, DYRK1A inh -3.3, RGS4 inh inactive, KCNQ1 inh inactive, PolyA inh inactive, hERG rescue -3.1, GSK3 alpha inh 0.8, KCNK3 block inactive, RGS4 act inactive, KCNQ1 pot inactive and KCNK9 block inactive.
CNC(=O)C12CC3CC(CC(Cl)(C3)C1)C2 was read as GSK3beta inhib 1.9, DYRK1A inh 0.7, RGS4 inh inactive, KCNQ1 inh inactive, PolyA inh inactive, hERG rescue -4.3, GSK3 alpha inh -5.3, KCNK3 block inactive, RGS4 act inactive, KCNQ1 pot inactive and KCNK9 block inactive.
For O=C(CSc1ncccn1)NN=C1CCCCCC1 the results were GSK3beta inhib 0.9, DYRK1A inh -6.7, RGS4 inh inactive, KCNQ1 inh inactive, PolyA inh inactive, hERG rescue -6.8, GSK3 alpha inh -3.7, KCNK3 block inactive, RGS4 act inactive, KCNQ1 pot inactive and KCNK9 block inactive.
For Cn1c(=S)[nH]c(=O)c2ncc(=O)[nH]c21 the results were GSK3beta inhib -7.5, DYRK1A inh 2.7, RGS4 inh inactive, KCNQ1 inh inactive, PolyA inh inactive, hERG rescue -8.3, KCNK3 block inactive, RGS4 act inactive, KCNQ1 pot inactive and KCNK9 block inactive.
Screening OCCOCCOc1cccc2[nH]ccc12 returned GSK3beta inhib -0.3, DYRK1A inh 4.7, RGS4 inh inactive, KCNQ1 inh inactive, PolyA inh inactive, hERG rescue -3.8, GSK3 alpha inh -2.8, KCNK3 block inactive, RGS4 act inactive, KCNQ1 pot inactive and KCNK9 block inactive.
CCOc1ccc(CN=C(N)N=C(N)N)cc1Cl was read as GSK3beta inhib -4.4, DYRK1A inh -8.2, RGS4 inh inactive, KCNQ1 inh inactive, PolyA inh inactive, hERG rescue -2.5, GSK3 alpha inh -3.0, KCNK3 block inactive, RGS4 act inactive, KCNQ1 pot inactive and KCNK9 block inactive.
O=C1N=C(N2CCN(c3ccccc3)CC2)S/C1=C/c1cccs1 was read as GSK3beta inhib -0.1, DYRK1A inh 3.6, RGS4 inh inactive, KCNQ1 inh inactive, PolyA inh inactive, hERG rescue -6.9, GSK3 alpha inh -4.9, KCNK3 block inactive, RGS4 act inactive, KCNQ1 pot inactive and KCNK9 block inactive.
Screening O=C(CNS(=O)(=O)c1cccs1)N1CCCCC1 returned GSK3beta inhib 2.5, DYRK1A inh -0.9, RGS4 inh inactive, KCNQ1 inh inactive, PolyA inh inactive, hERG rescue -3.1, GSK3 alpha inh -1.8, KCNK3 block inactive, RGS4 act inactive, KCNQ1 pot inactive and KCNK9 block inactive.

Compound activity (PubChem)
